Tau fibril ThT: inhibitors of human tau fibril formation, thioflavin T binding. P10636. recombinant tau K18 P301L, heparin-induced fibrillization, ThT fluorescence. Potency, µM (highest dose often 57.4 µM), for the others: at the top dose activity, negative = inhibition, actives largely listed as inhibitors. actives 2.1% (n = 270,000). AID 1460; further: on the % scale 0 is the no-effect control and ±100 the full control effect; nearly all actives have a fitted effect of over 55% in size
Target sequence (P10636 561-689 P618L limits assumed): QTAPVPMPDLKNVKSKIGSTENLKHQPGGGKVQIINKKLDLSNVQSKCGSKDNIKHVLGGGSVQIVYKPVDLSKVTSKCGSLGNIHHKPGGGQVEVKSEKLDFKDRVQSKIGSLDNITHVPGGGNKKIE
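K18 P301L tau (15 uM + 0.24 uM Alexa 594-tagged), heparin 20 uM, NaOAc pH 7, 6 h 37 C; ThT 30 uM, 1 h RT, ex 450/em 510 nm.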
GAA inhib: alpha-glucosidase (human) inhibition; P10253; purified human GAA, 4-MU-alpha-glucoside fluorescence; Potency, µM (series often up to 76.9 µM), for the others: at the highest dose activity change, negative = inhibition, usual class: inhibitors; actives 0.005% (n = 200,000); AID 1466;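 further: plate controls were uninhibited enzyme wells for no effect and no-enzyme background for full effect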
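Activity normalized between no-enzyme (basal) and enzyme-only wells. Conditions: 4 nM human enzyme, 400 uM fluorogenic substrate, citrate/phosphate pH 5.0 with Tween-20, 20 min room temperature, compounds up to 77 uM.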
GAA spleen mod: inhibits or activates alpha-glucosidase in human spleen homogenate; human spleen homogenate, 4-MU-alpha-glucoside fluorescence; Potency, µM (series often up to 79.9 µM), without a hit: at the top dose activity change, negative = inhibition, hits mostly inhibitors; actives 0.006% (n = 240,000);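 further: 0% = enzyme with vehicle and -100% = no enzyme basal signal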
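Human spleen homogenate (1 ug) incubated with compounds and 1 mM 4-methylumbelliferyl-alpha-D-glucopyranoside in pH 5.0 citrate/phosphate buffer, 37 C, 40 min. Stopped at pH 10; 4-MU fluorescence (Ex 365/Em 440 nm); AC50 by Hill fit.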
GAA glycogen mod: GAA glycogen-cleavage inhibition or activation. recombinant GAA, glycogen substrate, Amplex Red glucose oxidase fluorescence. Potency, µM (doses to about 76.4 µM), without a hit: top-dose activity change, negative = inhibition, hits mostly inhibitors. actives 0.38% (n = 300,000);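 further: 0% = full enzyme reaction and -100% = no-enzyme basal signal; the screen sought inhibitors and activators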
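Recombinant human enzyme (4 nM); glycogen substrate; 37 C, 40 min, pH 5.0. Readout: coupled glucose oxidase/Amplex Red fluorescence.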
HTT ATP protect: Huntington cell model cytoprotection by ATP luminescence. PC12 HTT-Q103 induced, cytoprotection, ATP luminescence, 40 h. actives 0.14% (n = 230,000). Potency, µM (top dose mostly 56.4 µM), without a hit: cytoprotection (ATP increase), hits mostly activators;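 further: % of control where 0% means no effect; nearly all actives have a fitted effect of over 45% in size; toxic huntingtin expression switched on by the ecdysone agonist tebufenozide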
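PC12 cells stably carrying ecdysone-inducible Htt exon 1 (Q103)–GFP were induced with 100 nM tebufenozide (final) alongside library compounds in a dose series. Cytoprotection was scored as retained ATP by ATPlite luminescence.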
Tau FP inhib: inhibitors of human tau fibril formation | K18 P301L tau heparin fibrillization, Alexa594 FP, 6 h | Potency, µM (top dose mostly 57.7 µM), without a hit: top-dose activity, negative = inhibition, actives largely listed as inhibitors | actives 0.39% (n = 280,000); further: on the % scale 0 is the no-effect control and ±100 the full control effect; nearly all actives have a fitted effect of over 55% in size
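Human K18 P301L fragment (15 uM unlabeled plus 0.24 uM Alexa 594-labeled) in 100 mM sodium acetate pH 7 with compound, aggregation induced by 20 uM heparin for 6 hr at 37 C. ThT (30 uM) added for 1 hr, then Alexa 594 FP read.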
Tau fluor counter: counter-screen for tau fibril formation inhibitors; tau K18 P301L Alexa594 fluorescence, heparin fibrillization; Potency, µM (series often up to 57.7 µM), for inactives: at the highest dose activity change, negative = decrease; actives 0.93% (n = 280,000); further: on the % scale 0 is the no-effect control and ±100 the full control effect; nearly all actives have a fitted effect of over 55% in size
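Human tau K18 P301L (15 uM unlabeled, 0.24 uM Alexa 594-labeled) in 100 mM sodium acetate pH 7 with 20 uM heparin, 6 hr at 37 C. ThT 30 uM added, 1 hr ambient; Alexa 594 FP and total fluorescence read at 555/632 nm.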
aGal spleen mod: alpha-galactosidase A (human) modulation; AID 2107; human spleen homogenate, 4MU-alpha-Gal fluorescence, 40 min; actives 0.008% (n = 240,000); Potency, µM (series often up to 80 µM), without a hit: at the highest dose activity change, negative = inhibition, actives largely listed as inhibitors;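 further: 0% = enzyme with vehicle and -100% = no enzyme basal signal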
Target sequence (P06280 32-429 limits assumed): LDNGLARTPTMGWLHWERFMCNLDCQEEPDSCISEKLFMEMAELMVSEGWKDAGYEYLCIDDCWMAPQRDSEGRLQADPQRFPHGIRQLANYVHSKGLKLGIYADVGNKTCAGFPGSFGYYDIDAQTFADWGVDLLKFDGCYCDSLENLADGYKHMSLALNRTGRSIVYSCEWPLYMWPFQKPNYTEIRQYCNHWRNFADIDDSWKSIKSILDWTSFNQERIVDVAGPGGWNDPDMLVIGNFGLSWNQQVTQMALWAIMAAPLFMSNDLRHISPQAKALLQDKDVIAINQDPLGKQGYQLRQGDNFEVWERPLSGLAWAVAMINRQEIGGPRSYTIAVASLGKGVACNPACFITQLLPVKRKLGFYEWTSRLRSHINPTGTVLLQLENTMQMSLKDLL
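Fluorogenic readout (Ex 365/Em 440 nm) of 4-methylumbelliferone released from 1 mM 4-MU-alpha-galactoside by spleen homogenate, 40 min at 37C, pH 5.0. Data normalized to no-enzyme and enzyme controls; Hill-equation AC50 from compound titrations.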
Active calls of the source: *; ? = inconclusive; . = no result given; [ ] = another dose, or the depositor's remark. The call rests on the fitted dose curve; in most records, active means well fitted curve in the direction sought with a large enough effect; inconclusive means small, poorly fitted or top-dose-only effect, or another doubt; inactive means no such curve, though single readings can be large; an effect the other way counts as inactive or inconclusive. Potency means the concentration at half of the fitted maximal effect.

Order of results: aGal spleen mod	GAA glycogen mod	GAA spleen mod	Tau fluor counter	Tau fibril ThT	GAA inhib	Tau FP inhib	HTT ATP protect
- CNC(=S)N(Cc1cc2cc(C)cc(C)c2[nH]c1=O)C1CCCC1
→ 10%	-4%	4%	-6%	-2%	-4%	-1%	-1%[10 µM]
- O=C(NCC(c1cccnc1)N1CCOCC1)C(=O)Nc1ccc(Cl)cc1 (stereo not drawn)
→ .	?	.	-2%	5%	.	7%	.
- CCN(CC)CCOC(=O)/C=C/c1ccccc1OC
→ 1%	-1%	3%	9%	13%	2%	5%	-13%[10 µM]
- COC(=O)[C@@]1(C)C=C[C@@H](Cc2ccccc2)N1C(C)=O
→ 5%	.	-12%	-13%	-16%	.	0%	-34%[inhibitor]
- CCN(CC)c1cc(C)c2cc(NC(=O)/C=C/c3cc(OC)c(OC)c(OC)c3)ccc2n1
→ .	-18%[76.3 µM]	.	?	4.5µM*	.	9%	.
- N#Cc1nc(COc2ccccc2)oc1NCCN1CCOCC1
→ 7%	-16%	2%	5%	-6%	-2%	-2%	0%
- CCN(CC)c1ccc2c(C)c(-c3ccc(N)cc3)c(=O)oc2c1
→ 23%	-2%	-4%	?	?	-5%	7%	9%[10 µM]
- CCc1nc(SCC(=O)NCCc2ccc(OC)c(OC)c2)c2c(=O)n(C)c(=O)n(C)c2n1
→ 11%	5%	4%	-2%	-8%	4%	1%	-9%
- Cc1c(C=O)n(C)n(-c2ccccc2)c1=O
→ 1%	-4%	7%	2%	1%	-5%	3%	-20%
- O=c1c(-c2ccco2)[n+]([O-])c2ccccc2n1OCc1c(F)cccc1F
→ -10%	-20%	-4%	-24%	?	.	-2%	-17%[10 µM]
- COc1ccc(NC(=O)CSc2nnc(-c3cccs3)n2C)cc1OC
→ ?	2%	-2%	-6%	-8%	-3%	-4%	-11%[0.074 µM]
- CCCCSc1nnc(CSc2ncccn2)n1C
→ 5%	12%	-1%	-6%	-4%	1%	-3%	-25%
- CCOC(=O)c1cnc2ccc(Br)cc2c1NCC(C)O (stereo not drawn)
→ -5%	?	-6%	4%	-3%	-7%	3%	6%
- O=C(c1cnn2c(C(F)(F)F)cc(-c3ccc4c(c3)OCO4)nc12)N1CCCC1
→ 10%	1%	5%	-9%	-12%	6%	3%	-28%[10 µM]
- CCC1(C(=O)O)NC(c2cc(OC)ccc2O)C2C(=O)N(Cc3ccccc3)C(=O)C21 (stereo not drawn)
→ -4%	11%	-7%	-3%	-8%	-1%	-7%	-10%
- CCCCCC1CC(CC(=O)Nc2ccc([N+](=O)[O-])cc2)C(=O)O1 (stereo not drawn)
→ -1%	-5%	-8%	?	-10%	4%	?	7%[10 µM]
- COCCNC(=O)c1onc(CSc2cc(C)ccc2C)c1C(=O)O
→ 4%	7%	0%	-6%	-2%	6%	-2%	-12%
- COc1ccc(Oc2coc3cc(OC(=O)c4cccs4)ccc3c2=O)cc1
→ 1%	1%	-7%	-14%	-15%	3%	7%	-18%
- Cc1cccc(N2CCN(C(=O)CCN3C(=S)NC(C)(C)CC3C)CC2)c1C (stereo not drawn)
→ 1%	-3%	1%	-3%	-10%	6%	-7%	-19%
- Cc1ccc(NC(=S)NCc2ccccn2)cc1
→ -14%	-11%	-3%	-5%	-5%	-8%	4%	6%

Single records (already shown). Order of values: aGal spleen mod	GAA glycogen mod	GAA spleen mod	Tau fluor counter	Tau fibril ThT	GAA inhib	Tau FP inhib	HTT ATP protect
Entry for O=c1c(-c2ccco2)[n+]([O-])c2ccccc2n1OCc1c(F)cccc1F : -10%	-20%	-4%	-24%	?	.	-2%	-17%[10 µM]
Entry for CCCCSc1nnc(CSc2ncccn2)n1C : 5%	12%	-1%	-6%	-4%	1%	-3%	-25%
Entry for CCCCCC1CC(CC(=O)Nc2ccc([N+](=O)[O-])cc2)C(=O)O1 (stereo not drawn) : -1%	-5%	-8%	?	-10%	4%	?	7%[10 µM]
Entry for Cc1cccc(N2CCN(C(=O)CCN3C(=S)NC(C)(C)CC3C)CC2)c1C (stereo not drawn) : 1%	-3%	1%	-3%	-10%	6%	-7%	-19%

(list continues)
Order of results: aGal spleen mod	GAA glycogen mod	GAA spleen mod	Tau fluor counter	Tau fibril ThT	GAA inhib	Tau FP inhib	HTT ATP protect
- C=CCn1c(NC(=O)c2ccc(Br)o2)c(S(=O)(=O)c2ccccc2)c2nc3ccccc3nc21
→ -8%	2%	2%	-27%	20µM*	?	?	-42%[inhibitor]
- COc1cc(OC)c(OC)cc1/C=N/NC(=O)c1ccc2nc[nH]c2c1
→ -1%	-7%	0%	-11%	?	-5%[15.4 µM]	15%	7%[10 µM]
- CCN1CCSc2ccc(C(=O)NC(C)c3ccccc3)cc21 (stereo not drawn)
→ .	-21%[76.3 µM]	.	?	-13%	.	3%	.
- CN(CC(=O)Nc1ccccc1F)CC(=O)Nc1ccccc1Br
→ 5%	5%	.	-9%	-3%	3%	-2%	-31%
- CCOc1ccc(NC(=S)NC(=O)/C=C/c2ccc(Br)cc2)c([N+](=O)[O-])c1
→ 10%	-11%	-1%	-7%	-14%	.	7%	21%[10 µM]
- CC(=O)NC1C(=O)N=C(SCc2ccccc2)NC1=O (stereo not drawn)
→ 12%	-2%	5%	-4%	-6%	2%	0%	4%
- O=C(Nc1ccccc1F)c1ccc(Br)o1
→ 0%[119 µM]	4%	2%[119 µM]	-5%[81.3 µM]	-4%[81.4 µM]	3%	13%[81.3 µM]	0%
- C[C@H](NC(=O)NCc1ccc(F)cc1)C(=O)O
→ 2%	0%	-1%	8%	3%	3%	3%	.
- [N-]=[N+]=CC(=O)C(c1ccccc1)(c1ccccc1)c1ccccc1
→ 0%	-3%	1%	-10%	.	.	-5%	10%[10 µM]
- O=C(CCC1CCCCC1)Nc1ccc(S(=O)(=O)Nc2nccs2)cc1
→ -4%	-2%	-16%	-28%	-8%	-3%	0%	7%[10 µM]
- O=C(COC(=O)c1cc[n+]([O-])cc1)Nc1cccc(Cl)c1Cl
→ -1%	-9%	-3%	7%	0%	5%	1%	16%[10 µM]
- CC(=O)Nc1ccc(S(=O)(=O)N[C@@H](C)C(=O)Nc2ccc(N3CCOCC3)cc2)cc1
→ -10%	-7%	3%	-10%	?	0%	2%	3%
- Cc1ccc(C(C)C)c(OCC(O)CN2CCN(CCO)CC2)c1 (stereo not drawn)
→ 3%	1%	-4%	4%	3%	10%	-1%	19%[10 µM]
- COc1ccc(CCNC(=O)C2CC(=O)N(c3ccc(F)cc3)C2)cc1OC (stereo not drawn)
→ -4%	6%	-20%	-3%	-8%	-4%	7%	0%[10 µM]
- CCCS(=O)(=O)N1CCCC(C(=O)c2cccc(Cl)c2)C1 (stereo not drawn)
→ 2%	-7%	-20%	-19%	-15%	13%	-9%	18%[10 µM]
- O=C(NCCN1CCCCC1)c1cc(OCC(F)(F)F)ccc1OCC(F)(F)F
→ -2%	-5%	-4%	-8%	-9%	-5%	5%	5%
- COc1ccc(NC(=O)c2sc3nc4n(c(=O)c3c2C)CCC4)c(OC)c1
→ .	-2%[76.3 µM]	.	-2%	1%	.	-8%	.
- CC(C)(C)CC(=O)Nc1nnc(C(F)(F)F)s1
→ 6%	3%	-1%	2%	6%	4%	2%	21%[10 µM]
- Cc1c(Cl)cccc1NC(=S)N1CCc2ccccc2C1
→ -10%	8%	-4%	-13%	-1%	9%	6%	?
- Cc1ccc(N2CCN(C(=O)c3cn(C)c4ccc(S(=O)(=O)N(C)C5CCCCC5)cc4c3=O)CC2C)cc1 (stereo not drawn)
→ .	-2%[76.3 µM]	.	-7%	-4%	.	-3%	.
- C#CC(C)(C)NC(=O)c1sccc1Oc1ccc(F)cc1[N+](=O)[O-]
→ -2%	0%	-13%	-6%	-4%	-6%	0%	1%
- CCOC(=O)C(C)/C(C)=N\Nc1ccc([N+](=O)[O-])cc1[N+](=O)[O-] (stereo not drawn)
→ 6%	-8%	-2%	?	?	-14%	?	26%
- CCOC(=O)C1(CCCc2ccccc2)CCN(Cc2cnc(C)s2)CC1
→ -4%	12%	-1%	-6%	-7%	3%	2%	18%[10 µM]
- O=C(Nc1ccc(Cl)c(C(F)(F)F)c1)c1ccco1
→ 4%	-8%	-6%	-18%	-3%	-6%	-10%	-11%[10 µM]
- COCCn1c(SC(C)C(=O)Nc2ccc(Cl)cn2)nnc1-c1ccncc1 (stereo not drawn)
→ -13%	-1%	-12%	-5%	0%	-3%	-4%	-38%
- CCCOCCOC(=O)C1=C(C)NC(=O)NC1c1cc(Cl)c(O)c(OC)c1 (stereo not drawn)
→ -11%	-22%	0%	-8%	-8%	?	5%	-10%
- CC(C)Nc1nc2cccnc2s1
→ -6%	3%	-3%	2%	0%	.	11%	18%[10 µM]
- Cc1cc(C)n(CC(C)NCc2cn[nH]c2-c2cccc3ccccc23)n1 (stereo not drawn)
→ 2%	-5%	1%	-9%	-7%	-3%	-4%	-19%[10 µM]
- C=CCc1c(C)nc(SCC(=C)C)[nH]c1=O
→ 10%	-7%	1%	-7%	-11%	-4%	3%	-10%[10 µM]
- O=C(CN1C(=O)c2ccccc2S1(=O)=O)c1ccc(O)c(O)c1
→ -2%	14µM*	0%	5%	.	.	6%	1%[10 µM]
- COc1cc(/C=N/O)ccc1OCc1ccc(Cl)cc1
→ -2%	-9%	-4%	-16%	-4%	4%	-6%	-1%[10 µM]
- Cc1cc(N(C)Cc2ccccc2)n2nc(-c3ccc(C(C)(C)C)cc3)nc2n1
→ .	11%[76.3 µM]	.	-10%	-15%	.	?	.
- O=C(Cn1cnc2ccccc2c1=O)Nc1nnc(SCc2ccc(Cl)cc2)s1
→ -6%	6%	-2%	1%	10%	.	?	-10%[10 µM]
- Cc1ccc(-n2c(C)cc(C(=O)OCC(=O)N(CC(C)C)C3CCS(=O)(=O)C3)c2C)cc1 (stereo not drawn)
→ 1%	-3%	-4%	6%	8%	-4%	1%	-6%[10 µM]
- CC1CCc2nn(CC(=O)NCCN3CCOCC3)cc2C1 (stereo not drawn)
→ 4%	6%	-19%	-2%	-4%	-6%	3%	-5%

Screening data (PubChem)
